Source: PubChem BioAssay (several laboratories)
FID counter: fluorescent intercalator displacement, NS3 helicase counter-screen; DNA fluorescent intercalator displacement, fluorescence; inhibition, % at 7.9 µM; hit rate 0.17% among 290,000; in the data active means inhibition above about 37%;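 further: 0% = vehicle and 100% = reference compound; higher means more ethidium bromide displaced from hairpin DNA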
MEKK2 mut-MEK5: signal of MEK5 binding to mutant human MEKK2 PB1 domain; bead flow cytometry, Alexa488-MEK5 binding to MEKK2 mutant; percent response, % at 10 µM; hit rate 0.35% among 290,000; AID 1530; in the data active means percent response above about 24%, passing the limit was not always enough; further: inactives centre near 1; some results filed as inactive read as strong as hits; reference of the scale not given here
PfM18AAP inh: PfM18AAP enzyme inhibition | recombinant PfM18AAP, H-Glu-NHMec fluorogenic cleavage | inhibition, % at 7.35 µM | hit rate 1.2% among 290,000 | AID 1822;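 active means inhibition above the campaign mean inhibition over all tested compounds plus 3 SD, cut at about 28% in these data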;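 further: 0% = plate median of test compound wells and 100% = 2 mM ZnCl2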
OXTR ag: agonists of human oxytocin receptor; P30559; CHO-OTR cells, Fluo-8 calcium fluorescence; normalized: DMSO 0%, oxytocin 100%; activation, % at 3 µM; hit rate 0.32% among 320,000; AID 2435;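 active means activation above the mean of all tested compounds plus 3 SD, cutoff set per screening run, cut at about 20% in these data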;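 further: peak over basal fluorescence ratio from a 100 s FLIPR kinetic read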
Target sequence (P30559 whole entry, looked up): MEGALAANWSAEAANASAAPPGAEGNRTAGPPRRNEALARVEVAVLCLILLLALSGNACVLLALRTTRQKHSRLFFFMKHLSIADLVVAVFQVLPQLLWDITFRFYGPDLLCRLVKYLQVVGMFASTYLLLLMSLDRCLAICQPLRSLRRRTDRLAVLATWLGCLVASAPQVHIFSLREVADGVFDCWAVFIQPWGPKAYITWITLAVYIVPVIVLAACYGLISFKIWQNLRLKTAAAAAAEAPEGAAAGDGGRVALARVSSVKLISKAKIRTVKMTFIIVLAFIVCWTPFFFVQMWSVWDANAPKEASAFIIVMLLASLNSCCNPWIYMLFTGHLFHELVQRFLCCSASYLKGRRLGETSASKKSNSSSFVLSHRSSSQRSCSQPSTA
PHOSPHO1 block: PHOSPHO1 (human) inhibition; Q8TCT1; recombinant PHOSPHO1, absorbance phosphatase assay; inhibition, % at 13.3 µM; hit rate 1.1% among 290,000; AID 1565; in the data active means inhibition above about 60%
Target sequence (Q8TCT1 whole entry, looked up): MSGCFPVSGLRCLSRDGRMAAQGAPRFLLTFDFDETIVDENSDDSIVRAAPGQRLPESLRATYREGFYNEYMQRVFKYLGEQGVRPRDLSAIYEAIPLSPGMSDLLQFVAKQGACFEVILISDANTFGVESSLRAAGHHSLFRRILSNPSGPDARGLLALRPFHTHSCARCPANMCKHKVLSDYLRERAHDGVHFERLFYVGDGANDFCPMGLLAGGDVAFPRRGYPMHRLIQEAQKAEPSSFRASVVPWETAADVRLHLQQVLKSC
MEKK2wt PB1 HTS: raises or lowers MEK5 binding to wildtype human MEKK2 PB1 domain | hit rate 1.1% among 290,000 | Q9Y2U5 | AID 1531 | binding response (% of control), % at 10 µM | bead flow cytometry, Alexa488-MEK5 binding to MEKK2 WT; actives lie on both sides; in the data active means binding response below about 67% or above about 130%
NALP1 yeast inh: NALP1 inhibition. S. cerevisiae NALP1/ASC/caspase-1 growth, X-gal OD620, 72 h. inhibition, % at 10 µM. hit rate 0.61% among 280,000. AID 2071; in the data active means inhibition mostly above about 24%, no sharp cut-off; inactive means mostly below about 32%; further: some compounds called inactive have numbers as strong as hits
MEKK3 PB1 HTS: modulators (inhibitors or enhancers) of MEK5 binding to human MEKK3 PB1 domain | bead-based flow cytometry, Alexa488-MEK5 binding to MEKK3; actives lie on both sides; 0 = blocked by unlabeled MEK5, 100 = vehicle | hit rate 1.4% among 290,000 | binding response (% of control), % at 10 µM | Q99759;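 active means binding response more than 3 SD above or below the average of its plate-row segment, actives on both sides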;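 further: Alexa488 bead fluorescence after subtracting the streptavidin-only scavenger bead signal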
GPR7 antag: blocks human GPR7 receptor signaling; GPR7-expressing cells, fluorescence antagonist assay; AID 1861; hit rate 1.1% among 290,000; inhibition, % at 4.4 µM; P48145; in the data active means inhibition above about 16%, passing the limit was not always enough;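 further: cells stimulated with the agonist NPW; 0% = agonist with vehicle and 100% = vehicle without agonist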
Target sequence (P48145 whole entry, looked up): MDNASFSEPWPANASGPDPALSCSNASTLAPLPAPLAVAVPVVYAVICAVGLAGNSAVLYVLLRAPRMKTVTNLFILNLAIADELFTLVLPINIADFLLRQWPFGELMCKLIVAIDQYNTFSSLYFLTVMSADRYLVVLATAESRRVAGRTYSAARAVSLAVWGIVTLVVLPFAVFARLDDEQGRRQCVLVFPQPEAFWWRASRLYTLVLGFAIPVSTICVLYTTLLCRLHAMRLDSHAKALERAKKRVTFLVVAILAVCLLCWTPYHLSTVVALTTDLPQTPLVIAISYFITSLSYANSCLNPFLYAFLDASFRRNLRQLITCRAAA
Numbers without * were called inactive; nt = not tested or not shown.

1. CCOC(=O)CN1CC23C=CC(O2)C(C(=O)O)C3C1=O (configuration not stated)
2. CC(=O)C12OC1CC1C3CCC4=CC(=O)CCC4(C)C3CCC12C (configuration not stated)
3. Cc1ccc(C(=O)CSc2ccc(-c3ccncc3)nn2)cc1
4. Cc1cc(NS(=O)(=O)c2ccc(NC(=O)CSc3nc4sc(C)c(C)c4c(=O)[nH]3)cc2)no1
5. O=C(Nc1nnc(C2CC2)s1)c1cc(-c2ccccc2)nn1-c1ccccc1

assay / entry	1	2	3	4	5
FID counter	2	-32	-4	-2	-7
MEKK2 mut-MEK5	5	13	-6	-15	9
PfM18AAP inh	2	-4	-7	-2	1
OXTR ag	0.5	-0.9	6.0	0.6	-0.2
PHOSPHO1 block	9	50	5	-20	3
MEKK2wt PB1 HTS	106	112	97	81	100
NALP1 yeast inh	-12	3	3	18	0
MEKK3 PB1 HTS	107	112	97	96	104
GPR7 antag	-20	14	5	-7	-7

6. Cc1cc2nc(/N=C(\N)NC(=O)C(C)C)nc(C)c2cc1C
7. Cc1nc(C(=O)Nc2cccc(Cl)c2Cl)nn1-c1cc(OC(C)C)c(Cl)cc1Cl
8. COc1ccc2c(c1)c(N=NC(N)=S)c(O)n2CC(=O)c1ccccc1
9. CCOc1ccc(S(=O)(=O)NCC2CCCO2)c2cccnc12 (configuration not stated)
10. O=C(CCNc1ccc(F)c(Cl)c1)c1ccco1

assay / entry	6	7	8	9	10
FID counter	-3	1	-4	-4	1
MEKK2 mut-MEK5	11	nt	6	2	6
PfM18AAP inh	-9	2	8	8	6
OXTR ag	-0.9	-0.9	0.3	-0.7	0.4
PHOSPHO1 block	23	15	27	-8	6
MEKK2wt PB1 HTS	108	nt	105	104	107
NALP1 yeast inh	9	-8	6	15	-7
MEKK3 PB1 HTS	102	nt	104	103	108
GPR7 antag	-10	-10	-7	-13	-2

11. COc1ccc(C(=O)N=c2sc3c(C)ccc(OC)c3n2C)cc1
12. c1ccc(-c2nc(-c3ccccn3)no2)cc1
13. CNC(=O)c1sc(SC)cc1-c1ccc(Cl)cc1
14. Cn1ncc2c(Nc3cccc4ccccc34)ncnc21
15. COc1ccc(NC(=O)CSc2nc3ccccc3c(=O)n2Cc2cccs2)c(OC)c1

assay / entry	11	12	13	14	15
FID counter	2	-2	-26	-6	-1
MEKK2 mut-MEK5	5	4	-3	-2	3
PfM18AAP inh	-10	0	1	0	4
OXTR ag	0.3	-1.0	-2.3	-0.7	-1.3
PHOSPHO1 block	26	8	36	13	-9
MEKK2wt PB1 HTS	112	93	94	95	107
NALP1 yeast inh	18	-66	12	-6	33
MEKK3 PB1 HTS	118	94	95	99	106
GPR7 antag	3	-8	-14	-8	-15

16. Cc1cc(C(=O)N/N=C/c2cccs2)n[nH]1
17. CCc1ccccc1NC(=O)CN(C)Cc1nc(N)nc(Nc2ccccc2C)n1
18. CCOC(=O)c1cc(C(C)(C)C)oc1CNC(=O)c1c(C)oc2c1CCCC2
19. C/C(=N\O)C(=O)NCc1ccccn1
20. COC(=O)Cc1cc(=O)n2[nH]c(C)c(-c3ccccc3)c2n1

assay / entry	16	17	18	19	20
FID counter	0	-25	-41	-1	-12
MEKK2 mut-MEK5	-2	nt	0	0	4
PfM18AAP inh	-3	-5	-7	-1	-4
OXTR ag	-1.2	-1.2	-1.5	-2.3	0.0
PHOSPHO1 block	8	13	6	-1	-1
MEKK2wt PB1 HTS	109	nt	105	98	106
NALP1 yeast inh	-7	-2	0	2	-10
MEKK3 PB1 HTS	108	nt	99	99	105
GPR7 antag	-6	4	-8	-2	12

21. Cc1ccc(C)c(N2CCN(C(=O)CCS(=O)(=O)c3cccc4nonc34)CC2)c1
22. CCOc1ccc2c(C)c(C)c(=O)oc2c1OCC
23. CC1=C(C(=O)Nc2cc(-c3cccc(F)c3)[nH]n2)C2(CCCCC2)OC1=O
24. Cc1nc(SCC(=O)NCc2cccs2)nc(C)c1C
25. CC1CN(c2ccc([N+](=O)[O-])c(NCCOc3ccc(Cl)cc3)c2)CC(C)N1 (configuration not stated)

assay / entry	21	22	23	24	25
FID counter	-23	-9	-3	-1	32
MEKK2 mut-MEK5	3	2	1	-4	48*
PfM18AAP inh	-1	-1	5	-2	3
OXTR ag	5.4	-1.1	1.9	-0.6	nt
PHOSPHO1 block	0	-9	-2	58	44
MEKK2wt PB1 HTS	102	93	99	94	222*
NALP1 yeast inh	0	27	8	-18	16
MEKK3 PB1 HTS	102	94	105	98	109
GPR7 antag	-6	-7	5	-4	38*

26. CCOC(=O)CSc1nc(C)c2cc(OC)ccc2n1
27. O=C(NCc1ccccc1Cl)c1ccc(CS(=O)Cc2ccc(Cl)cc2)o1 (configuration not stated)
28. COc1cccc(/C=C2\SC(=O)N(CC(=O)NC3C=CS(=O)(=O)C3)C2=O)c1 (configuration not stated)
29. Cc1ccc(/C=C/C(=O)NC2CCCCCCC2)o1
30. COc1ccc(Oc2c(C)oc3c(CN(C)C)c(O)ccc3c2=O)cc1

assay / entry	26	27	28	29	30
FID counter	-13	-51	0	-24	-2
MEKK2 mut-MEK5	3	1	-2	0	2
PfM18AAP inh	-7	0	7	-35	-9
OXTR ag	-1.4	2.5	-0.6	-1.7	0.6
PHOSPHO1 block	-14	-17	50	-4	18
MEKK2wt PB1 HTS	96	100	104	97	99
NALP1 yeast inh	1	-8	33	34	-4
MEKK3 PB1 HTS	95	100	102	98	101
GPR7 antag	-2	-4	2	-8	3

31. CC(C)N1CC(C(=O)O)CC1=O (configuration not stated)
32. Cc1c(N=Cc2cc3c(cc2Cl)OCO3)c(=O)n(-c2ccccc2)n1C
33. Cc1cccc2sc(NC(=O)CSc3nc4ccccc4o3)nc12
34. Cc1nc(SCC(=O)Nc2nc3ccccc3s2)n[nH]1
35. NC(=O)c1cc(S(=O)(=O)NCCc2ccccc2)cs1

assay / entry	31	32	33	34	35
FID counter	2	nt	1	-2	-3
MEKK2 mut-MEK5	5	0	0	9	-1
PfM18AAP inh	1	nt	0	-11	0
OXTR ag	0.4	-1.3	0.3	3.8	0.4
PHOSPHO1 block	7	-5	21	32	53
MEKK2wt PB1 HTS	110	97	101	106	94
NALP1 yeast inh	-28	6	29	11	7
MEKK3 PB1 HTS	116	95	103	102	97
GPR7 antag	-4	nt	13	18	1

36. CCN(CC)C(=O)CSc1nnc2c3ccccc3n(C)c2n1
37. CCOc1ccc(C2C(C(=O)/C=C/c3ccco3)=C(O)C(=O)N2CCN2CCOCC2)cc1OC (configuration not stated)
38. Cc1[nH]c(=O)c(C#N)c(C)c1CCC(=O)NCc1cccc(C(F)(F)F)c1
39. COc1ccc(CCN2C(=O)CC(N3CCN(S(=O)(=O)c4ccccc4)CC3)C2=O)cc1 (configuration not stated)
40. CC(C)C[C@H](NC(=O)N1CCn2c1nc1ccccc12)C(=O)NC1CCCCC1

assay / entry	36	37	38	39	40
FID counter	-16	-33	-12	-24	-44
MEKK2 mut-MEK5	5	3	-7	2	6
PfM18AAP inh	1	21	6	5	-7
OXTR ag	-0.5	1.4	-0.6	1.1	-1.7
PHOSPHO1 block	41	-10	26	-4	31
MEKK2wt PB1 HTS	109	100	97	99	103
NALP1 yeast inh	-5	20	24	-7	12
MEKK3 PB1 HTS	102	103	98	102	102
GPR7 antag	-5	-15	-1	5	-8

41. CCS(=O)(=O)N1CCN(S(=O)(=O)c2ccc(S(=O)(=O)NC3CC3)cc2)CC1
42. COc1ccc(N2CCN(Cc3nc(-c4ccc(Cl)cc4Cl)no3)CC2)cc1
43. CCOc1cc(CN2CCN(CCOCCO)CC2)ccc1OC
44. O=C(c1ccc(Cl)c(S(=O)(=O)N2CCCCCC2)c1)N1CCOCC1
45. C=CCc1c(C)nc(C)nc1N/N=C/c1ccc(N(C)C)cc1

assay / entry	41	42	43	44	45
FID counter	-9	0	3	-6	-6
MEKK2 mut-MEK5	-3	2	-6	-5	2
PfM18AAP inh	3	1	3	-3	26
OXTR ag	1.0	-0.8	-0.1	0.6	-1.8
PHOSPHO1 block	35	-38	9	25	2
MEKK2wt PB1 HTS	98	103	92	98	102
NALP1 yeast inh	-12	-79	2	-3	14
MEKK3 PB1 HTS	100	105	89	106	98
GPR7 antag	-7	-12	-4	-10	-7

46. CCC1CCCCN1C(=O)c1cc(-c2ccc(Cl)c(Cl)c2)on1 (configuration not stated)
47. CCC(C(=O)N1CCN(c2ccccn2)CC1)n1nc(C)n2c(cc3occc32)c1=O (configuration not stated)
48. Cc1cccc(NC(=O)[C@H](C)NC(=O)[C@@H]2Cc3ccccc3CN2C(=O)OC(C)(C)C)c1
49. Cc1cc(O)c(C(C[N+](=O)[O-])c2ccc(Cl)cc2)c(=O)o1 (configuration not stated)
50. CCOC(=O)C1=C(C)N(CCCCCC(=O)O)C(=O)NC1c1ccc([N+](=O)[O-])cc1 (configuration not stated)

assay / entry	46	47	48	49	50
FID counter	-18	-8	-41	-3	-30
MEKK2 mut-MEK5	2	-2	5	8	-1
PfM18AAP inh	-5	0	1	2	12
OXTR ag	-0.9	-1.2	-0.8	-1.6	-0.5
PHOSPHO1 block	2	7	44	-2	-41
MEKK2wt PB1 HTS	99	95	101	120	103
NALP1 yeast inh	-55	-7	6	14	-8
MEKK3 PB1 HTS	95	96	100	109	106
GPR7 antag	-3	-1	1	-4	-5

51. Cc1nc2cc(-c3ccccc3)nn2c(C)c1CCC(=O)N1CCN(c2ccccn2)CC1
52. CC(=O)c1ccc(N2CCN(Cc3nc(Cc4ccccc4)no3)CC2)cc1
53. COCCCNC(=O)C1CCN(c2ccc(N3CCOCC3)nn2)CC1
54. CCOC(=O)CC(NS(=O)(=O)c1ccc(NC(C)=O)cc1)c1ccc(OCC)cc1 (configuration not stated)
55. CCOc1ccc(CC(=NCCc2ccccc2)C2=C(O)CC(C)(C)CC2=O)cc1OCC
56. c1ccc2c(c1)nc(NCC1CCCO1)c1nnnn12 (configuration not stated)

assay / entry	51	52	53	54	55	56
FID counter	-6	-30	1	-23	-28	6
MEKK2 mut-MEK5	4	-7	-3	1	1	1
PfM18AAP inh	0	-5	-2	-7	10	-1
OXTR ag	nt	3.4	0.7	1.3	-2.6	0.7
PHOSPHO1 block	9	12	12	5	3	2
MEKK2wt PB1 HTS	109	89	103	97	112	107
NALP1 yeast inh	-12	6	nt	-2	33	20
MEKK3 PB1 HTS	107	98	104	98	146*	102
GPR7 antag	-6	12	-8	-11	-11	-3

Filtered by structure, the compounds so far with two or more sulfur atoms (9)
4. Cc1cc(NS(=O)(=O)c2ccc(NC(=O)CSc3nc4sc(C)c(C)c4c(=O)[nH]3)cc2)no1
13. CNC(=O)c1sc(SC)cc1-c1ccc(Cl)cc1
15. COc1ccc(NC(=O)CSc2nc3ccccc3c(=O)n2Cc2cccs2)c(OC)c1
24. Cc1nc(SCC(=O)NCc2cccs2)nc(C)c1C
28. COc1cccc(/C=C2\SC(=O)N(CC(=O)NC3C=CS(=O)(=O)C3)C2=O)c1 (configuration not stated)
33. Cc1cccc2sc(NC(=O)CSc3nc4ccccc4o3)nc12
34. Cc1nc(SCC(=O)Nc2nc3ccccc3s2)n[nH]1

assay / entry	4	13	15	24	28	33	34
FID counter	-2	-26	-1	-1	0	1	-2
MEKK2 mut-MEK5	-15	-3	3	-4	-2	0	9
PfM18AAP inh	-2	1	4	-2	7	0	-11
OXTR ag	0.6	-2.3	-1.3	-0.6	-0.6	0.3	3.8
PHOSPHO1 block	-20	36	-9	58	50	21	32
MEKK2wt PB1 HTS	81	94	107	94	104	101	106
NALP1 yeast inh	18	12	33	-18	33	29	11
MEKK3 PB1 HTS	96	95	106	98	102	103	102
GPR7 antag	-7	-14	-15	-4	2	13	18

35. NC(=O)c1cc(S(=O)(=O)NCCc2ccccc2)cs1
41. CCS(=O)(=O)N1CCN(S(=O)(=O)c2ccc(S(=O)(=O)NC3CC3)cc2)CC1

assay / entry	35	41
FID counter	-3	-9
MEKK2 mut-MEK5	-1	-3
PfM18AAP inh	0	3
OXTR ag	0.4	1.0
PHOSPHO1 block	53	35
MEKK2wt PB1 HTS	94	98
NALP1 yeast inh	7	-12
MEKK3 PB1 HTS	97	100
GPR7 antag	1	-7
